TEAD-YAP inh: TEAD-YAP interaction inhibition; HEK-TIYL cells, TEAD-Gal4/YAP UAS-luciferase luminescence; AID 1259422; inhibition, % at 9.12 µM; 640,000 tested, 1.4% active; in the data active = inhibition above about 32%;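 also: 0% = median of test compound wells and 100% = reference inhibitor wells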
MITF inh: human MITF inhibition, primary screen; AlphaScreen MITF homodimerization, bead proximity signal; inhibition, % at 2.6 µM; 650,000 tested, 0.91% active; in the data active = inhibition above about 50%;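 also: 0% = vehicle wells with protein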
GPR151 activ: human GPR151 activation. 650,000 tested, 1% active. activation, % at 11.2 µM. PathHunter beta-arrestin GPR151 cells, luminescence. Q8TDV0. AID 1508602; in the data active = activation above about 4.9%;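 also: 0% = median of compound wells and 100% = cells with positive control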
Target sequence (Q8TDV0 whole entry, looked up): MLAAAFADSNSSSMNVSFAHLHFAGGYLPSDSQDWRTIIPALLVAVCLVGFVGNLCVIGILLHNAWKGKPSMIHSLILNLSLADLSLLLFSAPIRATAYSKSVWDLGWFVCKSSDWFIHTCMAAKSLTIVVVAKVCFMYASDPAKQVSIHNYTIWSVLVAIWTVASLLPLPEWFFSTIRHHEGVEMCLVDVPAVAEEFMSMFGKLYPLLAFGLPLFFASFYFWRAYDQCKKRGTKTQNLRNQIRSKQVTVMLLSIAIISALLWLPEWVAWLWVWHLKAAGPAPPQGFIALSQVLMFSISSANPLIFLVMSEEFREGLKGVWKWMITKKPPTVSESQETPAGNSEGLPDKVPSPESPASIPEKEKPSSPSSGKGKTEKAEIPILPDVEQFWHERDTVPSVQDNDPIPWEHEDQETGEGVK
FBW7 activator: activators of human E3 ligase FBW7 | Q969H0 | AlphaScreen FBW7–phospho-cyclin E peptide binding, activator screen | normalized activity (activation), % at 26.1 µM | 650,000 tested, 0.13% active | AID 1259310; in the data active = normalized activity above about 1.9%;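 also: purified mutant Fbw7 with reduced substrate affinity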
Target sequence (Q969H0 whole entry, looked up): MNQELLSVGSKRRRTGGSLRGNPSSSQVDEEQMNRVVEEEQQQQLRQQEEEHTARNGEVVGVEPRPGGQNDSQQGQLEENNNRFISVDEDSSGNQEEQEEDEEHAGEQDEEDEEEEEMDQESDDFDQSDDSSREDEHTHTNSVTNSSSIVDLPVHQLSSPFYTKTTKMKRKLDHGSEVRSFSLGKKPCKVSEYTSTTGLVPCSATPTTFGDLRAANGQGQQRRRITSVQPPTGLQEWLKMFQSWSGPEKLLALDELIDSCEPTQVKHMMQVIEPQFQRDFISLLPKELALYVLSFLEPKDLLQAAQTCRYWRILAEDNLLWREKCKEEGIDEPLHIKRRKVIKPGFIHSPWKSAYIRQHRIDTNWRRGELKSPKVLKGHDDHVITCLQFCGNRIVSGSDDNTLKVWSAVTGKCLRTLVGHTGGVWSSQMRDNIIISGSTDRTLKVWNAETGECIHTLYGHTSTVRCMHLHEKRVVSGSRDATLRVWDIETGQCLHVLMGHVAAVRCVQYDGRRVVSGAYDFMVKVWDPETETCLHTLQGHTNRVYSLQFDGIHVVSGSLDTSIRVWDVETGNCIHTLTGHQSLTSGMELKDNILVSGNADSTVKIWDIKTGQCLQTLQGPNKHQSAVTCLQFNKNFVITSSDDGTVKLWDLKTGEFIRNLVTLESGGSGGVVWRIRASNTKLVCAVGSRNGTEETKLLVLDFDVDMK
Numbers without * were called inactive.

Cc1sc2nc(CSC(C)C(=O)Nc3nnc(C4CC4)s3)[nH]c(=O)c2c1C (configuration not stated) was read as TEAD-YAP inh 0.0, MITF inh -12.4, GPR151 activ 0.4 and FBW7 activator 0.0.
`Cc1ccc(NC(=O)Nc2ccccc2Cl)cc1NC(=O)Nc1ccccc1Cl` gave TEAD-YAP inh -45.3, MITF inh -8.2, GPR151 activ -1.4 and FBW7 activator -0.1.
`CC(NC(=O)c1ccccc1Br)c1ccc(F)cc1` (configuration not stated) gave TEAD-YAP inh 6.3, MITF inh -5.5, GPR151 activ -2.3 and FBW7 activator 0.1.
Cc1cc2oc(=O)cc(CSc3nnc(N)s3)c2cc1C was read as TEAD-YAP inh 5.1, MITF inh 10.2, GPR151 activ -2.5 and FBW7 activator 0.1.
For O=C(NCc1cccnc1)C1CCN(c2ccc(Cl)nn2)CC1 the results were TEAD-YAP inh 5.4, MITF inh 3.2, GPR151 activ 4.0 and FBW7 activator -0.1.
Cn1c(Nc2nc3ncnc(NCCOc4ccccc4)c3[nH]2)nc2ccccc21 was read as TEAD-YAP inh 6.1, MITF inh 20.0, GPR151 activ 4.9* and FBW7 activator -0.4.
For O=[N+]([O-])c1ccc(Nc2nc(-c3ccc(F)cc3)cs2)cc1 the results were TEAD-YAP inh 4.2, MITF inh 6.5, GPR151 activ -0.2 and FBW7 activator 0.2.
`CC(C)n1nccc1NC(=O)CCl` gave TEAD-YAP inh -5.1, MITF inh -4.0, GPR151 activ -0.8 and FBW7 activator 0.1.
For CCOC(=O)c1cc2c(=O)n3ccccc3nc2n(C(C)C)c1=NC(=O)c1ccc(C)cc1 the results were TEAD-YAP inh -7.0, MITF inh -3.1, GPR151 activ -1.6 and FBW7 activator 0.0.
For Cc1ccc(-c2nnc(CCC(=O)N3CCCCC3CO)o2)s1 (configuration not stated) the results were TEAD-YAP inh -7.2, MITF inh 9.6, GPR151 activ -0.4 and FBW7 activator 0.0.
`Cn1c(NC(=O)Cc2cccc3ccccc23)cc(=O)n(C)c1=O` gave TEAD-YAP inh -3.8, MITF inh 19.5, GPR151 activ -0.8 and FBW7 activator 0.0.
Cc1cc(C)nc(N2C(=O)CC(Cc3ccc(Cl)cc3)C2=O)n1 (configuration not stated) was read as TEAD-YAP inh 0.6, MITF inh 4.1, GPR151 activ -0.2 and FBW7 activator 0.5.
`COc1cccc(-c2cc(C(=O)NCc3cccs3)[nH]n2)c1` gave TEAD-YAP inh -82.1, MITF inh -9.2, GPR151 activ -0.6 and FBW7 activator -0.1.
CC1=NN(c2cccc(OC(F)F)c2)C(=O)C1 was read as TEAD-YAP inh -3.8, MITF inh -2.9, GPR151 activ -1.5 and FBW7 activator -0.1.
Screening CCOC(=O)c1c(NC(=O)c2ccc(Cl)c(Cl)c2)sc(C(=O)Nc2ccccc2)c1C returned TEAD-YAP inh 1.7, MITF inh 4.9, GPR151 activ 0.8 and FBW7 activator 0.0.

Sorted by count of non-hydrogen atoms (lowest first): 3 of the compounds above.
`CC(C)n1nccc1NC(=O)CCl` gave TEAD-YAP inh -5.1, MITF inh -4.0, GPR151 activ -0.8 and FBW7 activator 0.1.
`CC(NC(=O)c1ccccc1Br)c1ccc(F)cc1` (configuration not stated) gave TEAD-YAP inh 6.3, MITF inh -5.5, GPR151 activ -2.3 and FBW7 activator 0.1.
Cc1sc2nc(CSC(C)C(=O)Nc3nnc(C4CC4)s3)[nH]c(=O)c2c1C (configuration not stated) was read as TEAD-YAP inh 0.0, MITF inh -12.4, GPR151 activ 0.4 and FBW7 activator 0.0.

More records follow:
O=C(NCc1cn[nH]c1-c1ccccc1)C1CC(Cc2cccc(F)c2)=NO1 (configuration not stated) was read as TEAD-YAP inh -55.4, MITF inh -2.2, GPR151 activ 0.0 and FBW7 activator 1.2.
For O=C(CSc1nnc(C2CC2)n1CC1CCCO1)Nc1cccc(F)c1 (configuration not stated) the results were TEAD-YAP inh -0.8, MITF inh 5.4, GPR151 activ -0.2 and FBW7 activator 0.0.
`Cn1c(Oc2ccccc2)nc2c1c(=O)n(Cc1ccc(Cl)cc1Cl)c(=O)n2C` gave TEAD-YAP inh 8.5, MITF inh 20.0, GPR151 activ -0.9 and FBW7 activator 0.4.
`COc1ccccc1NC(=O)Nc1c(SC)nsc1SC` gave TEAD-YAP inh 37.2*, MITF inh 7.5, GPR151 activ -0.7 and FBW7 activator 0.0.
For Cc1ccccc1C(=O)NC(=S)NCC(C)C the results were TEAD-YAP inh -5.4, MITF inh 4.1, GPR151 activ 0.3 and FBW7 activator 0.0.
For COc1ccc(S(=O)(=O)N(CC(=O)O)c2cc(Cl)ccc2OC)cc1OC the results were TEAD-YAP inh 2.0, MITF inh -1.9, GPR151 activ 0.7 and FBW7 activator 0.0.
Screening Cc1cc(Cl)ccc1C(=O)C1CCCN(C(=O)CN(C)Cc2ccccn2)C1 (configuration not stated) returned TEAD-YAP inh -3.6, MITF inh 13.1, GPR151 activ 0.6 and FBW7 activator -0.3.
Screening Cc1c(C)n(CCC(=O)O)c2ccccc12 returned TEAD-YAP inh -3.7, MITF inh 4.4, GPR151 activ 0.5 and FBW7 activator -0.2.
`CC(=O)Nc1ccnn1C1CCN(Cc2ccc(C#CC(C)(C)O)s2)CC1` gave TEAD-YAP inh 14.3, MITF inh 4.8, GPR151 activ -1.2 and FBW7 activator 0.4.
Screening CC(NC(=O)C(C)c1ccccc1)c1nc2cccnc2n1C(C)C (configuration not stated) returned TEAD-YAP inh 7.9, MITF inh 13.5, GPR151 activ -0.8 and FBW7 activator 0.3.
Screening CC(=O)CC(C)(C)S(=O)(=O)c1ccc(Oc2ccc(S(=O)(=O)C(C)(C)CC(C)=O)cc2)cc1 returned TEAD-YAP inh 3.3, MITF inh 5.3, GPR151 activ -0.8 and FBW7 activator 0.1.
`CCc1nnc(NC(=O)/C=C/c2ccco2)s1` gave TEAD-YAP inh -34.4, MITF inh -0.1, GPR151 activ 1.4 and FBW7 activator 0.0.
For CN(C(=O)CC1C(=O)NCCN1C/C=C/c1ccccc1)C1CCOCC1 (configuration not stated) the results were TEAD-YAP inh 10.1, MITF inh 4.2, GPR151 activ 0.2 and FBW7 activator 0.0.
Screening Cc1ccc(N=c2ssnc2Cl)nc1 returned TEAD-YAP inh -24.1, MITF inh 3.4, GPR151 activ -1.0 and FBW7 activator 0.1.
`CC1CCN(S(=O)(=O)c2ccc3c(c2)OCCCO3)CC1` gave TEAD-YAP inh -12.9, MITF inh 1.6, GPR151 activ 1.2 and FBW7 activator 0.0.

Looked up by compound from the list above, 3 records:
Screening Cc1cc(Cl)ccc1C(=O)C1CCCN(C(=O)CN(C)Cc2ccccn2)C1 (configuration not stated) returned TEAD-YAP inh -3.6, MITF inh 13.1, GPR151 activ 0.6 and FBW7 activator -0.3.
Screening Cc1ccc(N=c2ssnc2Cl)nc1 returned TEAD-YAP inh -24.1, MITF inh 3.4, GPR151 activ -1.0 and FBW7 activator 0.1.
`COc1ccccc1NC(=O)Nc1c(SC)nsc1SC` gave TEAD-YAP inh 37.2*, MITF inh 7.5, GPR151 activ -0.7 and FBW7 activator 0.0.

Next section.
Cc1ccc(-n2nc3c(c2NC(=O)c2ccccc2C(F)(F)F)CSC3)c(C)c1 was read as TEAD-YAP inh -3.1, MITF inh 7.9, GPR151 activ -0.5 and FBW7 activator 0.1.
O=C(Cn1c2ccccc2n2nc(-c3cccs3)nc12)c1ccc(Br)cc1 was read as TEAD-YAP inh -14.2, MITF inh 11.1, GPR151 activ 2.9 and FBW7 activator 0.8.
Screening CCOC(=O)c1cnn(-c2cccc(C)c2C)c1CNCc1cccnc1 returned TEAD-YAP inh -13.1, MITF inh -4.0, GPR151 activ -0.3 and FBW7 activator 0.0.
Screening O=C1NC(=O)N(c2ccc(Cl)cc2)C(=O)/C1=C\C=C\c1ccccc1[N+](=O)[O-] returned TEAD-YAP inh -5.3, MITF inh 8.5, GPR151 activ 1.2 and FBW7 activator -0.1.
`CC(=O)N1CN(CCC(C)C)Cc2c1sc1c2CCCC1` gave TEAD-YAP inh 3.4, MITF inh 10.9, GPR151 activ -0.9 and FBW7 activator 0.4.
`O=C(CN1C(=O)S/C(=C\c2ccc(N3CCCC3)cc2)C1=O)N1CCOCC1` gave TEAD-YAP inh -1.6, MITF inh 13.1, GPR151 activ -1.4 and FBW7 activator 0.5.
`O=C(COc1ccc(N2CCCC2)nn1)NCc1csc(-c2cccs2)n1` gave TEAD-YAP inh -6.3, MITF inh 14.3, GPR151 activ 0.3 and FBW7 activator -0.1.
`CCn1c(C)cc(/C=C2/SC(=S)NC2=O)c1C` gave TEAD-YAP inh -22.6, MITF inh 12.6, GPR151 activ 0.2 and FBW7 activator -0.4.
`Cc1cccc(N(C)C(=O)Cn2c(=O)oc3cc(S(=O)(=O)N4CCCCC4)ccc32)c1` gave TEAD-YAP inh -9.7, MITF inh -13.1, GPR151 activ -0.2 and FBW7 activator -0.2.
Screening O=C(/C=C/c1ccco1)Nc1cccc(F)c1 returned TEAD-YAP inh -62.5, MITF inh 14.6, GPR151 activ -1.3 and FBW7 activator 0.1.
For C=CCN(C(=O)c1ccc(N2CC3CC(C2)c2cccc(=O)n2C3)c(NC(=O)c2cc3ccccc3oc2=O)c1)c1ccccc1 (configuration not stated) the results were TEAD-YAP inh -2.6, MITF inh 11.6, GPR151 activ 0.9 and FBW7 activator -0.1.
For O=C(NC1CCCCC1)C1C2C=CC(C2)C1c1nc2ccccc2c(=O)[nH]1 (configuration not stated) the results were TEAD-YAP inh 4.2, MITF inh 11.7, GPR151 activ -0.2 and FBW7 activator -0.2.
COc1cc(-c2cnc(NC3CCCC3)c3nccn23)cc(OC)c1OC was read as TEAD-YAP inh 12.2, MITF inh -3.9, GPR151 activ -0.4 and FBW7 activator -0.3.
For N#CC1=C2SCN(Cc3ccccc3)CN2C(=O)CC1c1ccccc1 (configuration not stated) the results were TEAD-YAP inh -6.3, MITF inh -5.6, GPR151 activ 1.3 and FBW7 activator -0.2.
O=C(CSc1nc2ccccc2o1)N/N=C/c1ccc(O)c(O)c1 was read as TEAD-YAP inh -90.7, MITF inh 24.7, GPR151 activ 1.3 and FBW7 activator -0.9.

Compounds from the list above that have a furan ring, fused or not, in the order listed:
`CCc1nnc(NC(=O)/C=C/c2ccco2)s1` gave TEAD-YAP inh -34.4, MITF inh -0.1, GPR151 activ 1.4 and FBW7 activator 0.0.
Screening O=C(/C=C/c1ccco1)Nc1cccc(F)c1 returned TEAD-YAP inh -62.5, MITF inh 14.6, GPR151 activ -1.3 and FBW7 activator 0.1.

(continued)
For CCOC(=O)c1ccccc1NC(=O)C(C)N(c1ccc(C)cc1)S(C)(=O)=O (configuration not stated) the results were TEAD-YAP inh 1.8, MITF inh 7.1, GPR151 activ 5.9* and FBW7 activator -0.2.
`CC(=O)NC(=S)NNC(=O)c1ccc(OCc2ccccc2)cc1` gave TEAD-YAP inh -0.3, MITF inh -2.9, GPR151 activ -3.1 and FBW7 activator -0.2.
`O=C(CSc1nnc2sc3ccccc3n12)c1ccco1` gave TEAD-YAP inh -45.6, MITF inh -7.2, GPR151 activ -1.4 and FBW7 activator 0.6.
c1ccc(N=c2sc(-c3ccccc3)c(-c3ccccc3)n2-c2ccccc2)cc1 was read as TEAD-YAP inh 7.8, MITF inh 14.2, GPR151 activ -0.5 and FBW7 activator 0.1.
Screening O=C(O)C1CCCCC1C(=O)N1CCN(c2nc(-c3ccccc3Cl)c3cc(Br)ccc3n2)CC1 (configuration not stated) returned TEAD-YAP inh -2.5, MITF inh -8.8, GPR151 activ -0.5 and FBW7 activator 0.3.
O=C(CSc1nc2ccccc2o1)Nc1ccc(S(=O)(=O)NCc2ccco2)cc1 was read as TEAD-YAP inh -11.5, MITF inh 1.8, GPR151 activ 0.5 and FBW7 activator -0.1.
CCOC(=O)C1=C(C)N(c2ccccc2)C(=O)/C1=C\c1ccc(OCC(=O)Nc2ccccc2)cc1 was read as TEAD-YAP inh 4.3, MITF inh 0.6, GPR151 activ 0.3 and FBW7 activator 0.2.
For CC(=O)Nc1ccc(S(=O)(=O)NC(CC(=O)O)c2ccc(OC(C)C)cc2)cc1 (configuration not stated) the results were TEAD-YAP inh 15.3, MITF inh 15.0, GPR151 activ 1.4 and FBW7 activator 0.1.
`Cc1noc(C)c1CN1C(=O)C(C)Oc2ccc([N+](=O)[O-])cc21` (configuration not stated) gave TEAD-YAP inh 9.5, MITF inh 9.9, GPR151 activ 0.8 and FBW7 activator -0.1.
`Cc1cc(C)cc(N(C(C)C(=O)Nc2cccc(Br)c2)S(C)(=O)=O)c1` (configuration not stated) gave TEAD-YAP inh -1.1, MITF inh -8.1, GPR151 activ 0.0 and FBW7 activator -0.1.
Screening O=C(Cc1ccccc1)Nc1nnc(Cc2ccc(F)cc2)s1 returned TEAD-YAP inh -9.0, MITF inh -4.5, GPR151 activ 0.2 and FBW7 activator 0.0.
Screening CCOC(=O)C1=C(C)N=c2s/c(=C/C=C\c3ccccc3)c(=O)n2C1c1cccs1 (configuration not stated) returned TEAD-YAP inh -9.1, MITF inh 23.8, GPR151 activ -0.3 and FBW7 activator 0.1.
Screening O=C(COC(=O)C1CC=CCC1C(=O)OCC(=O)c1ccc(Cl)cc1)c1ccc(Cl)cc1 (configuration not stated) returned TEAD-YAP inh -5.0, MITF inh -9.1, GPR151 activ -0.5 and FBW7 activator 0.0.
For NC(=O)c1cc(NC(=O)CSc2nnc(Nc3ccccc3F)s2)cc(C(N)=O)c1 the results were TEAD-YAP inh -1.8, MITF inh 3.4, GPR151 activ -0.5 and FBW7 activator -0.1.
`O=C(CNC(=O)Cn1cnc2ccccc2c1=O)NCC1CCCO1` (configuration not stated) gave TEAD-YAP inh 14.1, MITF inh 8.5, GPR151 activ 0.2 and FBW7 activator 0.1.

High-throughput results (PubChem BioAssay)
